# Screening data as filed in PubChem BioAssay.
# NCI-60 one-dose screen, 48 h, at 10 µM unless noted. Numbers give growth in % (100 = growth as untreated, 0 = no growth, -100 = all killed).
# A498: A498 renal cancer cells; 76,000 tested, 5.4% active
# NCI-H522: NCI-H522 lung cancer; 78,000 tested, 8% active
# NCI-H23: NCI-H23 lung cancer; 80,000 tested, 4% active
# NCI-H460: NCI-H460 lung cancer. 82,000 tested, 6.8% active. AID 1794736
# NCI/ADR-RES: NCI/ADR-RES ovarian cells; 81,000 tested, 4.4% active; AID 1794790
# RXF 393: RXF 393 renal cancer cells; 77,000 tested, 6.9% active; AID 1794773
# NCI-H226: NCI-H226 lung cancer; 79,000 tested, 3.5% active; AID 1794732
# ACHN: ACHN renal cancer. 81,000 tested, 4.9% active
# CAKI-1: CAKI-1 renal cancer. 75,000 tested, 4.7% active
# Numbers without * were called inactive; nt = not tested or not shown; & = joins results of further samples; [ ] = remark or other dose. The calls were made as follows: active = growth percent below 10; inactive = the rest. The order is random, and some 12% of all compounds hit somewhere here.
SMILES,A498,NCI-H522,NCI-H23,NCI-H460,NCI/ADR-RES,RXF 393,NCI-H226,ACHN,CAKI-1
COC(=O)C(Cc1ccc(Cl)c(Cl)c1)n1cc(-c2ccccc2)nn1 (stereo not given),115,76,92,104,100,109,92,107,99
Cn1c2c(cc(S(=O)(=O)c3ccccc3)c1=O)CCc1c-2cnn1-c1cccc(Cl)c1,71,-81*,nt,101,91,93,85,-88*,-58*
Nc1ccc(Nc2ccccc2)c(N)c1,89,74,94,105,105,nt,109,104,nt
CCC1(C2=CCCCC2)C(=O)NC(=S)N=C1N (stereo not given),85,nt,97,109,109,126,110,108,92
CC(=O)C1=NN(c2ccc(Cl)cc2)C(=O)CN1C,nt,96,95,108,105,121,105,99,96
C[Si]1(C)N[Si](C)(C)N[Si](C)(C)N1,74,100,109,110,nt,116,139,112,97
CCCCOP(=O)(OCCCC)C(CC(=O)N(CCCC)CCCC)C(=O)N(CCCC)CCCC (stereo not given),81,nt,66,63,66,80,83,72,42
COc1cc(NC(=O)CSc2nc3ccc(C)cc3c(=O)n2Cc2ccccc2)cc(OC)c1OC,14,32,74,57,66,24,25,38,82
COc1ccc(OC)c(NCc2ccccc2)c1,100,95,97,106,95,109,95,97,89
O=c1c2cc(Cl)ccc2oc2oc3cc(O)c(O)cc3c12,100,77,87,104,99,104,94,106,103
C=C(C)[C@@H]1CC[C@]2(COC(=O)c3cccnc3)CC[C@]3(C)[C@H](CC[C@@H]4[C@@]5(C)CCCN(C(=O)c6cccnc6)C(C)(C)[C@@H]5CC[C@]43C)[C@@H]12,47,34,43,18,43,56,42,29,33
CC1(C)NC2=C(C(Nc3cccnc3)N1)C(c1ccc(Cl)cc1Cl)C(C(=O)c1ccc(N=[N+]=[N-])cc1)O2 (stereo not given),102,88,102,106,106,130,113,108,97
COc1ccc(-c2cc(NC(=O)Nc3ccccn3)no2)cc1,89,80,94,99,99,111,94,98,76
CCOC(=O)c1c[nH]c2c(Cl)c3c(cc2c1=O)[N+](=O)N=N3,121,103,99,102,97,185,106,102,90
COc1ccc(/C=C2\Oc3cc(C)c(Cl)c(C)c3C2=O)cc1OC,93,85,96,105,100,99,93,95,98
CS(=O)(=O)c1ccc(Nc2nc(N[C@H]3CCCC[C@H]3N)nc3cc[nH]c(=O)c23)cc1,52,-37*,-5.4*,12,102,-55*,-4.7*,95,91
Cc1cc(=O)oc(C)c1C(=O)O,92,100,102,113,99,115,103,99,nt
CC(=O)c1c(C)[nH]c(-c2nc3ccc(N4CCN(C)CC4)cc3[nH]2)c1-c1ccc(OCC2CCOCC2)cc1,31,38,37,50,32,31,44,19,12
CCOC(=O)CCCCNC1(c2ccc(F)cc2)C2CC3CC(C2)CC1C3 (stereo not given),81,100,95,113,99,103,93,97,86
CCCOC(=O)NC(C)(C)C,110,98,107,105,108,98,108,102,102
COc1ccc(N=NN(C)C)cc1,97,93,109,104,113,nt,96,101,94
COc1ccc(C(=O)C[N+]23CN4CN(CN(C4)C2)C3)cc1,101,88,99,106,108,96,101,105,nt
CCCn1cnc2c(=S)nc(N)[nH]c21,111,112,111,111,126,112,104,103,123
N#CCC1CC2CCC1C2 (stereo not given),78,104,108,101,99,100,91,106,91
COc1ccc(C(=O)CC#N)cc1,109,113,107,108,111,106,98,108,127
Cc1cn(C2CC(N=[N+]=[N-])C(COP(=O)(O)OP(=O)(O)OP(=O)(O)O)O2)c(=O)[nH]c1=O (stereo not given),131,93,95,82,111,127,115,124,nt
COC(=O)/C=C(\C)Nc1ccc([N+](=O)[O-])cc1,89,74,nt,106,98,102,91,106,91
COc1ccccc1OCC(O)CN1CCN(c2ccc(C)cc2)CC1 (stereo not given),101,111,102,109,119,173,143,105,85
CCCC(=O)Nc1ccccc1C,94,79,107,104,112,115,106,112,114
Nc1cc2c(cc1C(=O)c1cccc(F)c1)OCCO2,97,87,95,104,98,104,91,105,88
O=C1N/C(=N/N=C(c2ccccc2)c2ccccc2)S/C1=C\c1ccc([N+](=O)[O-])cc1,86,70,98,98,106,104,90,98,81
O=C(Nc1cccc(C(F)(F)F)c1)c1cncc(C#Cc2cnc3cccnn23)c1,171,55,13,71,17,nt,27,55,72
O=C1Nc2ccccc2/C1=C/C(=O)c1ccc(N2CCCC2)cc1,66,-2.4*,32,9.7*,-24*,21,73,31,18
CN1CCN(c2ccc(Nc3ncnc4c3nnn4CCc3ccccc3)cc2)CC1,75,102,101,105,101,nt,101,108,97
CCOC(=O)c1c(C(=O)c2cn(C)c3ccc(Cl)cc23)c(-c2cn(C)c3ccc(Cl)cc23)n(NC(=O)OC(C)(C)C)c1C,105[100 µM],92[100 µM],77[100 µM],66[100 µM],76[100 µM],82[100 µM],89[100 µM],99[100 µM],82[100 µM]
Cc1[nH]c(=O)[nH]c(=O)c1Cc1ccccc1,105,99,102,101,102,100,98,104,nt
Cc1cc(C)c2c(S(=O)(=O)N3CCC(C)CC3)[nH]nc2n1,91,101,105,98,99,101,97,103,99
CC1(C)CC(=O)C(c2c(-c3ccccc3)[nH]c3nc(N)nc(N)c23)=C(O)C1,97,130,98,108,103,114,103,99,85
CC(=O)NNc1nc(C)c(C(=O)NNC(=O)C(=O)Nc2cccc(C(C)=O)c2)s1,87,87,99,105,101,116,90,96,103
COc1cc(-c2c(-c3ccccc3)noc2C(=O)Nc2ccc(OC(F)(F)Cl)cc2)c(OC)c2c1OCO2,71,88,92,101,89,109,90,91,72
CC(=O)OCC1OC(n2ccc(N)nc2=O)C(OC(C)=O)C1OC(C)=O (stereo not given),120,72,95,89,77,nt,109,101,nt
O=C(O)Cc1ccc(Br)cc1,81,98,84,101,90,nt,106,108,101
Cc1cc(=O)oc2cc(OC(=O)N3CCOCC3)ccc12,84,95,100,107,105,107,95,105,93
CC(C)(C)N1C(=O)c2ccccc2C1=O,100,92,95,104,97,94,115,102,81
COc1ccc(OC)c(/C=C/c2nnc(Nc3ccccc3)s2)c1,112,94,99,94,nt,104,107,99,87
O=c1oc2ccccc2cc1-c1cc(CCc2ccccc2)cc(-c2cc3ccccc3oc2=O)n1,91,85,101,102,106,110,93,102,107
N#Cc1nnn(-c2ccc(S(N)(=O)=O)cc2)c1/N=C/c1ccc(Cl)cc1,92,89,101,102,96,104,95,105,nt
CCOC(=O)c1c(C)oc(C)c(C(=O)OCC)c1=O,117&113,95&109,96&92,104&108,108,117&104,104&96,105&102,95&103
C=C1C(=O)O[C@H]2[C@H]1CC/C(CNC(=O)c1cc3cc(OC)ccc3[nH]1)=C\CC[C@@]1(C)O[C@@H]21,nt,-68*,-55*,19,54,nt,-41*,-76*,-74*
COc1cc(C(=O)Nc2cccc(C3CCc4c(cc(OC)c(OC)c4OC)O3)c2)cc(OC)c1OC (stereo not given),74,43,93,87,65,106,76,79,86
COc1ccc(CCc2ccccn2)cc1,100,90,90,105,99,83,102,111,102
Cc1ccc(C(=O)NNC(=O)c2sc3ncc(-c4ccc(Br)cc4)n3c2C)cc1,91,93,98,104,104,118,94,96,83
COC(=O)/C(CCC=C(C)C)=C1\[C@@H](OC(C)=O)C[C@@]2(C)[C@H]1C[C@@H](OCCC#N)[C@H]1[C@@]3(C)CC[C@@H](OCCC#N)[C@@H](C)[C@@H]3CC[C@@]12C,95,67,79,62,85,94,76,65,70
OCCNc1nc(Nc2ccc(Cl)cc2)nc(Nc2ccc(C3=NN(c4cc(Cl)cc(Cl)c4)C(c4ccc(Cl)cc4)C3)cc2)n1 (stereo not given),92,94,95,101,101,91,nt,92,73
COc1ccc(Cc2nnc(SCC(=O)c3ccc(Cl)cc3)n2-c2ccccc2)cc1,76,79,92,105,91,98,96,101,86
CC1(C)CC(=O)C(c2ccccc2)(c2ccccc2)C(=O)C1,nt,112,99,101,98,111,107,102,104
Oc1[nH]c2ccccc2c1N=NC(=S)N/N=C\c1c[nH]c2ccccc12,85,84,91,97,99,102,85,89,82
COc1ccc(-c2nc(SCC(=O)Nc3nc4ccc(C)cc4s3)[nH]c(=O)c2C#N)cc1,106,95,97,105,96,108,92,101,96
Cc1ccc(-c2nc(SCC(=O)c3ccccc3)[nH]c(=O)c2C#N)cc1,91,88,98,107,100,106,98,103,95
NNc1ncnc2sc3c(c12)CCN(Cc1ccccc1)C3,94,2.6*,73,37,35,69,39,57,56

# Further entries.
SMILES,A498,NCI-H522,NCI-H23,NCI-H460,NCI/ADR-RES,RXF 393,NCI-H226,ACHN,CAKI-1
C=C1CCC2C3(C)COC(c4ccc(SC)cc4)OC3CCC2(C)C1C/C=C1/C(=O)OCC1O (stereo not given),97,73,45,82,50,43,49,74,75
N=c1c(S(=O)(=O)c2ccccc2)cc2c(=O)n3ccccc3nc2n1Cc1ccccc1,76,90,103,104,93,94,96,87,79
CC(C)NC(=O)c1cc(-c2ccc(NC(=O)Nc3ccc(N4CCOCC4)c(C(F)(F)F)c3)cc2)nc2cccnc12,26,87,nt,55,78,-9.2*,80,63,64
COc1cc(NCC(=O)Nc2cc(Nc3c(F)cccc3F)ncn2)c(Cl)c(OC)c1Cl,99,79,89,107,95,105,97,106,nt
CCN(C(=O)N1CCN(c2cc3c(cc2F)c(=O)c(C(=O)O)cn3C2CC2)CC1)c1nc(-c2ccc(C)cc2)cs1,-2.9*,3.2*,7.0*,8.4*,2.7*,22,3.2*,6.7*,7.8*
O=C(NN1C(=O)c2ccccc2C1=O)c1ccc(Nc2ncnc3c2cnn3-c2cccc(F)c2)cc1,105,90,99,103,101,105,88,104,93
CCOC(C)=C(C#N)C#N,93,94,113,113,108,113,104,111,113
COc1ccccc1C(=O)CSc1nc(Nc2cccc(S(N)(=O)=O)c2)c2ccccc2n1,103,87,nt,86,98,83,82,90,68

# In the list so far, these contain an NH in an aromatic ring:
SMILES,A498,NCI-H522,NCI-H23,NCI-H460,NCI/ADR-RES,RXF 393,NCI-H226,ACHN,CAKI-1
CCOC(=O)c1c[nH]c2c(Cl)c3c(cc2c1=O)[N+](=O)N=N3,121,103,99,102,97,185,106,102,90
CS(=O)(=O)c1ccc(Nc2nc(N[C@H]3CCCC[C@H]3N)nc3cc[nH]c(=O)c23)cc1,52,-37*,-5.4*,12,102,-55*,-4.7*,95,91
CC(=O)c1c(C)[nH]c(-c2nc3ccc(N4CCN(C)CC4)cc3[nH]2)c1-c1ccc(OCC2CCOCC2)cc1,31,38,37,50,32,31,44,19,12
CCCn1cnc2c(=S)nc(N)[nH]c21,111,112,111,111,126,112,104,103,123
Cc1cn(C2CC(N=[N+]=[N-])C(COP(=O)(O)OP(=O)(O)OP(=O)(O)O)O2)c(=O)[nH]c1=O (stereo not given),131,93,95,82,111,127,115,124,nt
Cc1[nH]c(=O)[nH]c(=O)c1Cc1ccccc1,105,99,102,101,102,100,98,104,nt
Cc1cc(C)c2c(S(=O)(=O)N3CCC(C)CC3)[nH]nc2n1,91,101,105,98,99,101,97,103,99
CC1(C)CC(=O)C(c2c(-c3ccccc3)[nH]c3nc(N)nc(N)c23)=C(O)C1,97,130,98,108,103,114,103,99,85
C=C1C(=O)O[C@H]2[C@H]1CC/C(CNC(=O)c1cc3cc(OC)ccc3[nH]1)=C\CC[C@@]1(C)O[C@@H]21,nt,-68*,-55*,19,54,nt,-41*,-76*,-74*
Oc1[nH]c2ccccc2c1N=NC(=S)N/N=C\c1c[nH]c2ccccc12,85,84,91,97,99,102,85,89,82
COc1ccc(-c2nc(SCC(=O)Nc3nc4ccc(C)cc4s3)[nH]c(=O)c2C#N)cc1,106,95,97,105,96,108,92,101,96
Cc1ccc(-c2nc(SCC(=O)c3ccccc3)[nH]c(=O)c2C#N)cc1,91,88,98,107,100,106,98,103,95
